# TWEAK-Fn14 inh: inhibitors of TWEAK-Fn14 signaling, primary screen, luciferase reporter cells, uHTS; AID 1159606, 2016; inhibition, % at 10 µM; TWEAK-stimulated Fn14 reporter cells, luciferase luminescence, 8 h; 360,000 tested, 2% active; in the data active means inhibition above about 50%
# KKLEB cytotox: cytotoxicity in KKLEB CF airway cells, primary screen, cytotoxicity control for CF NF-kB inhibitor project, cell-based, uHTS, fluorescence assay plates | AID 602141, 2011 | 360,000 tested, 0.36% active | KKLEB CF airway cells viability, ATPlite luminescence, overnight; hits give low values; cells stimulated with P. aeruginosa culture filtrate | activity change (cytotoxicity), % at 5 µM;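 active means corrected activity change at or below -50% at 5 µM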
# Peg3 promoter: Peg3 promoter-driven luciferase inhibitors, primary screen, cell-based, HeLa, luciferase luminescence; AID 588405, 2011; inhibition, % at 20 µM; 360,000 tested, 1.7% active; HeLa PEG-Prom luciferase reporter, overnight;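 active means inhibition of at least 50% at 20 µM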
# NR2E3 ag-1: inhibitors of NR2E3-RetCOR corepressor binding, primary screen, NR2E3 agonist project, biochemical, TR-FRET, GST-NR2E3, biotin-RetCOR | Photoreceptor-specific nuclear receptor (Homo sapiens), Q9Y5X4 | 1536-well | inhibition of corepressor binding, % at 4.78 µM | AID 2300, 2010 | 320,000 tested, 0.12% active;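 active means percent inhibition above the cutoff of mean plus 3 SD of all tested compounds, set per screening campaign, cut at about 20% in these data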;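 further: 0% = DMSO wells and 100% = biotin wells as full block of FRET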
# Target sequence (Q9Y5X4 whole entry, looked up): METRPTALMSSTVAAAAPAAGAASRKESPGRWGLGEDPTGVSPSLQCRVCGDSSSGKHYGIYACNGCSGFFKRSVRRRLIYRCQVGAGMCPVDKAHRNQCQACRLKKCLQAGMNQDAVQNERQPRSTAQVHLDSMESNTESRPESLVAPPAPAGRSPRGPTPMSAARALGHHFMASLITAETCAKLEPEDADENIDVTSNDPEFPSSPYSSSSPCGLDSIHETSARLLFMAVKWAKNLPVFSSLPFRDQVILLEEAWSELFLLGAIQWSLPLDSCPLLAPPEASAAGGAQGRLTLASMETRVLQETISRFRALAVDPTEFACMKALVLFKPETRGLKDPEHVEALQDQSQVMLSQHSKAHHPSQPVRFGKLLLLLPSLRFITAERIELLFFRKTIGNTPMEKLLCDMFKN
#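 Material: NR2E3–RetCOR corepressor complex / Amount: 1.35 nM GST-NR2E3 / Medium: Tris pH 7.5 / Compound: single nominal compound dose of 4.8 µM / Incubation: 5 h at 4 °C / Technique: TR-FRET, Eu(K)-anti-GST donor, streptavidin-D2 acceptor, ex 340, em 617/671 nm / Read-out basis: percent loss of FRET ratio relative to control wells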
# Shn3 3UTR inh: reduction of Shn3 3'UTR firefly luciferase signal, primary screen, Schnurri-3 inhibitor project, cell-based, Clone20 osteoblasts, set 2; Clone20 osteoblast Shn3 3'UTR firefly luciferase, 24 h; inhibition, % at 12.5 µM; 360,000 tested, 0.52% active; AID 588674, 2011;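 active means mean inhibition of at least 75% with every replicate also reaching 75%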;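 further: 0% = median of neutral control wells and 100% = pilot-screen positive control compound; some compounds past the cut are filed as inactive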
# NR2E3 ag-2: NR2E3 agonists in two-hybrid cells, primary screen, cell-based, luminescence, CHO-S, Gal4-NCOR/VP16-NR2E3 | AID 602229, 2012 | 360,000 tested, 0.35% active | inhibition of corepressor binding, % at 3.98 µM | luciferase;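 active means inhibition above the mean of all tested compounds plus 3 SD, cut at about 70% in these data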;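 further: 0% = DMSO with NR2E3 transfected cells and 100% = cells lacking NR2E3 construct; higher means lower luciferase signal from less NR2E3 corepressor binding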
# TRPM1 prom inh: inhibitors of MITF-dependent TRPM1 promoter reporter, primary screen, cell-based, SK-MEL-5, single point, luciferase; SK-MEL-5 TRPM1 promoter luciferase, 24 h; inhibition, % at 12.5 µM; 330,000 tested, 0.83% active;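 active means mean inhibition across replicates of 60% or more, whatever share of single replicates reaches that level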; further: values of inactives mirror those of a sister screen read the other way
# HIF-2a inh: HIF-2a reporter inhibitors, primary screen, luminescence, 786-0 RCC cells | 786-0 RCC cells HIF-2a reporter, luciferase luminescence, overnight | 360,000 tested, 0.72% active | inhibition, % at 18.8 µM;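 active means inhibition of the luminescence signal of 40% or more relative to plate controls, in a single-dose primary screen at 18.75 µM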
# hiPSC survival: enhancers of single-cell hiPSC survival, primary screen, ATPlite luminescence; 360,000 tested, 0.044% active; 100% = ROCK inhibitor wells, 0% = DMSO; survival enhancement, % at 20 µM; in the data active means survival enhancement above about 18%;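 further: cells exposed to compounds for 16 hours before the ATP read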
# aDG glyco act: activators of alpha-DG glycosylation, primary screen, uHTS, Pro5-aDG cells, AlphaScreen. alpha-DG glycosylation AlphaScreen (IIH6); 0% Pro5, 100% B10-LARGE cell signal. activation, % at 10 µM. 360,000 tested, 0.22% active. AID 624168, 2012;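 active means activation of at least 8% versus controls, or a plate z-score of at least 8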;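 further: Pro5 are CHO cells carrying HIG-tagged alpha-DG that lacks glycosylation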
# CF NFkB inh: inhibitors of PAF-induced NF-kB signaling, primary screen, cell-based, GFP fluorescence, uHTS; KKLEB NF-kB-GFP reporter, GFP fluorescence overnight; inhibition, % at 5 µM; 360,000 tested, 0.86% active; AID 588850, 2011;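 active means at least 50% inhibition at 5 µM, scaled per plate between neutral and stimulator controls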;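 further: PAF is a Pseudomonas aeruginosa culture filtrate used as stimulus; plate controls were PAF-stimulated DMSO wells for no effect and unstimulated DMSO wells for full effect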
# Numbers without * were called inactive; nt = no result given.
SMILES	TWEAK-Fn14 inh	KKLEB cytotox	Peg3 promoter	NR2E3 ag-1	Shn3 3UTR inh	NR2E3 ag-2	TRPM1 prom inh	HIF-2a inh	hiPSC survival	aDG glyco act	CF NFkB inh
COC(=O)c1c(-n2cnnn2)sc(C)c1C	17	8	12	-2	5	-1	-4	15	3.2	0.0	-1
COc1cc(O)c(C(C)=O)cc1OC	9	-4	9	0	-8	-11	-7	11	-1.3	-0.2	8
CCOc1ccc(NC(=O)CSc2nnc(COc3c(C)cccc3C)o2)cc1	5	2	-12	1	-14	-24	0	5	4.8	0.0	-14
CCN(CC)S(=O)(=O)c1cccc(-c2nnc(SCCOc3ccccc3C)o2)c1	43	-1	19	0	3	2	11	3	3.0	0.7	3
Cc1ccc(CNC(=O)CCNS(=O)(=O)c2cccc3nsnc23)cc1	5	1	15	1	-9	-14	-3	18	-0.6	0.0	-9
CCOc1ccc(/C=N/NC(=O)C(=O)N2CCCCCC2)c2ccccc12	1	-18	7	nt	-8	1	8	18	-0.2	0.2	26
CCN1CCN(C(=S)Nc2cccc(Cl)c2)CC1	10	-10	4	-1	-5	14	-1	-5	-1.3	-0.3	2
CC(C)NCc1nnc(-c2ccccc2Cl)o1	16	9	-4	4	-13	-1	-12	-26	-0.1	0.2	-10
CCCc1cc(=O)oc2cc(C)c3c(C)coc3c12	-57	11	-4	1	-41	-8	2	1	0.5	-0.3	-59
COc1ccc(/C(N)=N/OC(=O)c2ccco2)cc1	64*	-25	-114	0	18	-124	18	-79	-1.8	-0.1	3
CCOC(=O)C1=C(C)N(C)C(=S)NC1c1ccccc1Cl (centres undefined)	1	-3	20	-3	-7	-1	12	22	-2.2	0.3	18
C=CCOc1ccccc1CN1CCC(Oc2ccc(C(=O)N3CCCCC3)cc2)CC1	-13	-17	1	3	-6	8	-16	6	0.2	2.3	27
O=C(NCc1ccco1)C1CC(=O)N(c2cccc(Cl)c2)C1 (centres undefined)	8	4	15	2	9	-1	-12	1	-0.1	0.1	-18
O=C(c1cccc(NC2=NC3CS(=O)(=O)CC3S2)c1)N1CCN(c2ncccn2)CC1 (centres undefined)	-1	1	-8	-1	-2	14	4	-25	1.9	-0.1	-1
CCCCN(CC)CCCNC(=O)c1ccc(CS(=O)(=O)c2ccccc2C)o1	-8	-4	-6	-3	19	-25	0	1	0.0	0.0	-2
COc1ccc(S(=O)(=O)N/N=C(/C)c2ccco2)cc1	26	1	3	3	-13	7	-3	3	-0.5	-0.2	15
Cc1ccc(S(=O)(=O)c2nnn3c2nc(N2CCN(c4ccccn4)CC2)c2ccccc23)cc1C	-17	10	-4	2	11	-3	-14	-24	-0.2	-0.2	-4
Cc1ccc(S(=O)(=O)Nc2cccc3c2O[C@@H](CN(C)C(=O)Nc2ccc4c(c2)OCO4)[C@H](C)CN([C@@H](C)CO)C3=O)cc1	-7	-11	-6	nt	23	-2	-2	-2	-1.2	0.4	-4
CCSc1nnc(-c2cccs2)o1	-3	-2	-42	4	14	-12	-42	-84	-0.6	2.5	2
COc1ccc(C2(CNC(=O)c3ccc(Br)o3)CCOCC2)cc1	-16	2	22	5	-18	-9	11	7	12	-0.2	-11
COc1ccc2oc(=N)c(C(=O)Nc3ccc(C)cc3)cc2c1	9	10	-90	nt	-46	-35	-27	-71	-0.4	-0.2	11
Cc1cccc2nc(Cn3c(=O)n(CCC(=O)NCc4ccco4)c(=O)c4ccccc43)cc(=O)n12	9	4	-5	nt	-13	-21	-7	-3	0.5	-0.2	-5
CCCCN1C(=O)/C(=C2\SC(N3CCOCC3)=NC2=O)c2ccccc21	-37	-6	-118	2	-44	-29	-52	-81	-0.4	0.1	29
NC(=O)N1N=C2/C(=C/c3ccccc3)CCCC2C1c1ccccc1 (centres undefined)	18	2	33	3	16	0	21	36	0.2	0.1	-1
CCOC(=O)c1ccc(-n2c(O)c(/C=N/NC(=O)C3COc4ccccc4O3)c3ccccc3c2=O)cc1 (centres undefined)	0	-10	30	1	12	-33	4	8	0.5	-0.5	14
OC(COCc1cccs1)CN1CCN(c2cccc(C(F)(F)F)c2)CC1 (centres undefined)	15	-4	14	-4	-4	-14	-8	12	1.1	-0.1	3
O=c1c2ccccc2c(-c2ccccc2)nn1Cc1c(Cl)cccc1Cl	0	-15	1	1	25	-5	-5	-17	-1.6	0.0	28
C/C=C/C(=O)Nc1cccc(C2=NOC3(C2)C[C@@H](C(N)=O)N(C(=O)C(c2ccccc2)c2ccccc2)C3)c1 (some centres undefined)	5	6	13	2	13	-27	3	8	-0.7	-0.1	1
O=Cc1cc([N+](=O)[O-])ccc1N1CCOCC1	0	-2	-1	3	-1	2	9	23	-0.2	-0.2	8
O=C(CSc1n[nH]c(-c2ccncc2)n1)Nc1ccccc1Cl	-2	-7	3	0	10	-6	10	3	0.1	0.1	25
Nc1nc(C(=O)N2CCOCC2)nn1S(=O)(=O)c1ccc(Cl)cc1	-6	0	13	3	-10	-8	-7	9	2.5	0.0	-4
CC(C)C(=O)Nc1ncc2c(n1)CC(c1cccs1)CC2=O (centres undefined)	16	15	3	-4	1	-6	-12	-5	-0.7	0.1	-12
O=C(OCc1cccc(F)c1)c1ccc2c(=O)n3c(nc2c1)CCC3	-21	-18	-59	-2	9	-14	-1	-60	-0.6	0.2	22
O=C(CCCNS(=O)(=O)c1cccs1)N1CCc2ccccc2C1	1	-37	-16	-3	-30	0	-9	-39	4.2	-0.1	-15
CC(C)c1ccccc1	-8	-4	-6	0	-51	-6	7	-2	1.9	-0.1	-2
CC1CCCC(C)N1C(=O)COC(=O)c1cccs1 (centres undefined)	-3	5	-58	nt	-31	-23	-20	-9	-1.9	0.0	-8
COc1ccccc1C(=O)NNC(=O)c1csc(N2CCOCC2)n1	19	18	-17	6	-34	-39	14	-10	-0.5	0.0	-20
O=C(NNC(=O)c1ccccc1-c1ccccc1C(=O)O)c1cccc([N+](=O)[O-])c1	-7	3	-1	-1	-20	-2	-5	15	-0.2	0.1	-18
COC(=O)[C@@H](Cc1c[nH]c2ccccc12)NC(=O)CCC(=O)c1ccc(Br)cc1	6	2	7	0	10	-12	9	11	-0.7	0.0	6
COc1cccc(CNC(=O)C2CCCN(S(C)(=O)=O)C2)c1 (centres undefined)	8	12	-3	-3	-25	21	-1	10	-0.8	-0.2	-8

# Some of the entries so far, with each value named:
canonical_smiles: COc1ccccc1C(=O)NNC(=O)c1csc(N2CCOCC2)n1
  TWEAK-Fn14 inh: 19	KKLEB cytotox: 18	Peg3 promoter: -17	NR2E3 ag-1: 6	Shn3 3UTR inh: -34	NR2E3 ag-2: -39	TRPM1 prom inh: 14	HIF-2a inh: -10	hiPSC survival: -0.5	aDG glyco act: 0.0	CF NFkB inh: -20

canonical_smiles: CC1CCCC(C)N1C(=O)COC(=O)c1cccs1 (centres undefined)
  TWEAK-Fn14 inh: -3	KKLEB cytotox: 5	Peg3 promoter: -58	NR2E3 ag-1: nt	Shn3 3UTR inh: -31	NR2E3 ag-2: -23	TRPM1 prom inh: -20	HIF-2a inh: -9	hiPSC survival: -1.9	aDG glyco act: 0.0	CF NFkB inh: -8

# Next section:
SMILES	TWEAK-Fn14 inh	KKLEB cytotox	Peg3 promoter	NR2E3 ag-1	Shn3 3UTR inh	NR2E3 ag-2	TRPM1 prom inh	HIF-2a inh	hiPSC survival	aDG glyco act	CF NFkB inh
COc1ccc(C(=N/O)/C(=N/O)c2ccc(OC)cc2)cc1	0	5	3	-2	8	-3	12	-7	-1.8	0.2	-2
CC1=CC[C@@]23CCCN2C(=O)CCC[C@H]3C1	26	-22	11	nt	-15	-9	-1	-1	5.0	-0.2	22
COc1cc(-c2n[nH]c(=S)n2Cc2ccccc2)cc(OC)c1OC	-3	-7	-8	nt	9	-18	4	20	-0.3	0.4	-3
Cn1c(C=O)c(C#CC(C)(C)O)c2ccccc21	9	-16	15	-2	-13	7	18	17	0.5	0.4	19
Cn1ncc2c(=S)[nH]c(=S)[nH]c21	2	nt	nt	nt	nt	-8	nt	7	-2.2	-0.3	nt
O=C(c1ccc(N2CCCC2)c([N+](=O)[O-])c1)N1CCN(S(=O)(=O)c2ccccc2)CC1	-17	0	10	nt	-8	-38	4	-7	-0.2	-0.1	1
O=C1C=C(c2ccccc2)C(c2ccccc2)C1O (centres undefined)	15	-29	-1	nt	-10	-39	-1	4	-3.6	-0.1	18
O=C1CCC[C@@H]2Cc3nc4ccc(Cl)cc4cc3[C@@H]3CCN1[C@H]23	-16	-1	-30	nt	-16	-43	1	-42	0.3	0.1	2
COc1cccc(C(c2sc3ncnn3c2O)N2CCc3ccccc3C2)c1 (centres undefined)	-3	18	13	2	-8	-35	nt	7	-0.9	0.0	7
O=C(COc1cccc(C(F)(F)F)c1)NNC(=O)c1ccc(=O)[nH]c1	-5	-2	14	nt	-4	6	-4	4	-0.5	-0.1	12
CC(Sc1nc(N)cc(N)n1)C(=O)Nc1ccc(N2CCOCC2)cc1 (centres undefined)	-1	1	-5	1	-18	-16	-14	-1	0.9	-0.1	-7
CS(=O)(=O)NCCNc1ccc(Cl)cc1[N+](=O)[O-]	7	-7	8	1	-5	-13	11	13	-0.2	-0.1	-6
O=c1c(Br)c(N2CCCCC2)cnn1-c1ccccc1	-14	-2	-266	1	-55	-147	-69	-244	0.8	-0.2	-1
COCCNC(=O)C1CCCN(Cc2cccc(Cl)c2)CC1 (centres undefined)	-8	-9	2	nt	13	-14	nt	20	1.0	0.8	9
COc1ccccc1C(=O)C1CCCN(C(=O)c2cccc(Cn3cccn3)c2)C1 (centres undefined)	-6	1	-12	1	-11	25	-4	0	-0.4	0.4	29
COC(=O)C1(C(=O)OC)NOC2C(=O)N(N(C)c3ncc(C(F)(F)F)cc3Cl)C(=O)C21 (centres undefined)	-4	1	9	2	15	16	14	7	0.8	0.1	10
CCCCNC(=O)C1c2ccccc2OCC(=O)N1CCc1ccccc1 (centres undefined)	-5	nt	nt	nt	nt	4	nt	4	-0.3	-0.2	nt
COC(CC(=O)NNC(=S)Nc1ccc(Cl)cc1)OC	-10	-4	2	2	18	15	-4	12	-2.4	0.5	-12
Cc1ccnc2nc(C(=O)OCC(=O)N(Cc3ccccc3)C(C)(C)C)nn12	0	-16	-11	nt	2	-20	-2	6	-0.2	0.2	6
CN(C)c1ccc(C2CC(=O)NC3=C2C(=O)CC(C)(C)C3)cc1 (centres undefined)	-10	4	-6	2	0	-2	1	12	-1.7	-0.1	14

# Rows are unselected; any-hit rate near 4.4%.
